# Screens (PubChem BioAssay)
# CHRM1 antagonist – blocks human M1 muscarinic receptor; P11229; CHO-K1 hM1, Fluo-8 calcium fluorescence, ACh EC80 antagonist; inhibition, % at 3 µM; 360,000 tested, 1.3% active;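 active = percent inhibition above its own plate's cutoff, namely the mean of that plate's compound wells plus 3 SD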;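 also: peak over basal fluorescence ratio during 140 s after agonist addition; 0% = ACh EC80 plus DMSO and 100% = DMSO alone without agonist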
# TAAR1 ag – human TAAR1 agonism; AID 624467; 360,000 tested, 0.99% active; activation, % at 3 µM; CHO RD-HGA16 TAAR1, Fluo-8 calcium fluorescence; vehicle wells 0%, saturating PEA agonist 100%; Q96RJ0;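 active = activation above the mean activation of all test compounds in the run plus 3 SD, cut at about 38% in these data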
#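 Signal – calcium-sensitive Fluo-8 signal, excitation 470-495, emission 515-575 nm · System – RD-HGA16 (CHO) cells co-expressing Gα16 and hTAAR1 · Incubation – 17-24 h seeding, 75 min 37 °C dye, 30 min RT · Compound dosing – 3 µM single concentration · Repeats – no replicates (n 1)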
# M1 PAM – potentiates human M1 receptor response to acetylcholine | P11229 | CHO-K1 hM1, Fluo-8 calcium fluorescence, ACh EC20; 0% = ACh EC20, 100% = maximal ACh | activation, % at 3 µM | 360,000 tested, 0.088% active; in the data active = activation above about 19%, passing the limit was not always enough
# M1 ag – human M1 muscarinic receptor agonism | 360,000 tested, 0.33% active | P11229 | AID 588814 | CHO-K1 hM1, Fluo-8 calcium fluorescence, agonist mode; 0% DMSO, 100% acetylcholine EC100 | activation, % at 3 µM;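 active = activation above the run's mean compound activation plus 3 SD, cut at about 16% in these data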;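 also: peak over basal fluorescence ratio within a 140 s kinetic read after compound addition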
# TAAR1 antagonist – human TAAR1 antagonism; inhibition, % at 3 µM; Q96RJ0; 360,000 tested, 1.5% active; CHO RD-HGA16 TAAR1, Fluo-8 calcium fluorescence, antagonist;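 active = inhibition above a per-plate cutoff, the mean inhibition of test compounds on that plate plus 3 SD, cut at about 49% in these data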;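 also: 0% = DMSO plus EC80 beta-PEA response and 100% = DMSO alone without agonist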
#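 System: CHO RD-HGA16 cells bearing hTAAR1. Reagent: EC80 β-phenethylamine stimulus. Schedule: seeding 17-24 h prior, 75-min 37 °C, 30-min RT dye loading. Signal: Fluo-8 intracellular calcium dye fluorescence, real-time kinetic reads. Read-out: % inhibition from peak post-agonist over basal fluorescence ratio. Benchmarks: vehicle wells and EC80 agonist wells. Replicates: n of 1.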
# OXTR potentiator – potentiators of human oxytocin receptor. P30559. CHO-OTR cells, Fluo-8 calcium fluorescence, potentiator mode; 0% = oxytocin EC15, 100% = EC100. activation, % at 3 µM. 320,000 tested, 0.061% active;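 active = activation above that plate's cutoff, the mean activation of tested compounds plus 3 SD, cut at about 6.6% in these data, passing the limit was not always enough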;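 also: 100% uses oxytocin at 75 nM as the full agonist control; some results filed as inactive read as strong as hits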
# Target sequence (P30559 whole entry, looked up): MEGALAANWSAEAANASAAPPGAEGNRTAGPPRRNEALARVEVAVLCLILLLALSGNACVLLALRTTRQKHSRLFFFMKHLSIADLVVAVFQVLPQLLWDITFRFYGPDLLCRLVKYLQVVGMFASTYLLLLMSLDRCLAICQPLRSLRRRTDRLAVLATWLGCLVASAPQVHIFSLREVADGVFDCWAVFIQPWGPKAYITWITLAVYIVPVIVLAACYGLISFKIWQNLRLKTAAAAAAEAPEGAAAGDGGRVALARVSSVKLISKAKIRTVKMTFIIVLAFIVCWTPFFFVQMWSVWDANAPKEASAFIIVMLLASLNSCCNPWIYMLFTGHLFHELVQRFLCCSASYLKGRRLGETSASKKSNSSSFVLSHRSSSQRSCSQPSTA
#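 Dosing: Single dose, 3.0 µM nominal final compound concentration | Material: Human OTR in CHO cells | Technique: Kinetic Fluo-8 calcium fluorescence | Benchmarks: EC15 oxytocin alone as 0%, 75 nM oxytocin as 100% | Probe or stimulus: Oxytocin at about EC15, sub-maximal agonist stimulus | Incubation: Compound 6 min at room temperature before oxytocin, 100 s read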
# CHO parental Ca – counter-screen: ATP calcium response change in parental CHO cells; parental CHO-K1, ATP-induced calcium, Fluo-8 fluorescence; inhibition, % at 5.6 µM; 330,000 tested, 0.63% active; AID 463079;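 active = inhibition above that plate's mean sample inhibition plus 3 SD, cut at about 26% in these data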;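 also: 0% = ATP-challenged DMSO wells and 100% = DMSO wells without ATP; some compounds past the cut are filed as inactive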
#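 test system = CHO parental line | reagent = ATP stimulus | measured by = intracellular calcium via Fluo-8 no-wash fluorescent dye | control set = ATP and no-ATP DMSO wells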
# V1aR counter – counter-screen for oxytocin receptor agonists: human V1a receptor agonists. P37288. CHO-V1R cells, Fluo-8 calcium fluorescence, agonist mode; 0% DMSO, 100% 3 nM vasopressin. activation, % at 3 µM. 320,000 tested, 0.25% active;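 active = activation above the mean activation of all tested compounds plus 3 SD, per screening run, cut at about 20% in these data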;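 also: signal is peak over basal fluorescence ratio across a 100 second FLIPR read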
# Target sequence (P37288 whole entry, looked up): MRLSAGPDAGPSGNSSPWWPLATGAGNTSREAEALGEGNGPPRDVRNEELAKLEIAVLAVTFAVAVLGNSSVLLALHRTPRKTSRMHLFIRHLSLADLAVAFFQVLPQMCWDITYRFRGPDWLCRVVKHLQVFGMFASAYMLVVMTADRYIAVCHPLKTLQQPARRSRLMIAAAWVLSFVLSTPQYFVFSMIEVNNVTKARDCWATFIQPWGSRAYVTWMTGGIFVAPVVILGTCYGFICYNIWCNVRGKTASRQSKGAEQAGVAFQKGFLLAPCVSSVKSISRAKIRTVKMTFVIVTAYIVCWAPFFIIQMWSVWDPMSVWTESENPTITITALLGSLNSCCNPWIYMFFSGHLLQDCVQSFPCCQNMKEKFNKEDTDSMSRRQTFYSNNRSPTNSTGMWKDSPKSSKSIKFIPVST
# OXTR ag – activates the human oxytocin receptor; P30559; CHO-OTR cells, Fluo-8 calcium fluorescence; normalized: DMSO 0%, oxytocin 100%; 320,000 tested, 0.32% active; activation, % at 3 µM;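 active = activation above the mean of all tested compounds plus 3 SD, cutoff set per screening run, cut at about 20% in these data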;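 also: peak over basal fluorescence ratio from a 100 s FLIPR kinetic read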
# Active calls of the source: *; nt = not tested or not shown. The order is random, and some 3.7% of all compounds hit somewhere here.
SMILES,CHRM1 antagonist,TAAR1 ag,M1 PAM,M1 ag,TAAR1 antagonist,OXTR potentiator,CHO parental Ca,V1aR counter,OXTR ag
COC(=O)C1=C(C)Nc2sc(C(N)=O)c(N)c2C1c1ccncc1 (stereo not given),-8,-1,14,-6,9,-9,6,-0.1,0.5
CC(C)c1ccc(N2C(=O)C3C4C=CC(CC4)C3C2=O)cc1 (stereo not given),-6,7,5,-1,-3,0,-5,2.4,-0.4
O=C(OCc1nc2scc(-c3ccccc3)c2c(=O)[nH]1)c1cc([N+](=O)[O-])ccc1Cl,4,0,0,-6,17,-7,-17,1.6,1.2
Cc1ccc([C@H]2C[C@@H](O)[C@H](n3cc(C4CC4)nn3)CN2Cc2cccs2)cc1,7,3,-4,-4,-30,nt,nt,nt,nt
Cc1cccc([C@@H]2[C@@H]3C(=O)N(Cc4ccccc4)C(=O)[C@@H]3[C@]3(Cc4ccccc4)C(=O)N(c4cccc(F)c4)C(=O)N23)c1,7,16,-6,5,-1,-10,-11,2.1,1.6
O=c1cc[nH]c2ccc(Cl)cc12,18,5,-9,-3,-16,3,4,0.9,1.3
Cc1cc(Cl)cc(Cl)c1OCCOCCN(C)C,-1,-1,-7,-8,4,-2,-7,-0.8,-1.3
CC(Oc1ccccc1C(N)=O)C(=O)Nc1ccc(S(=O)(=O)N2CCCC2)cc1 (stereo not given),59*,4,-24,-7,-15,-5,-13,2.8,2.0
Cc1ccc2c(c1)nnn2C1CCN(C(=O)c2cccs2)CC1,16,6,2,-3,3,-3,-9,-0.2,-1.6
Cc1cc(Br)cc(Br)c1OCC(=O)NNC(=O)c1ccoc1C,-4,4,11,1,-16,0,2,5.1,0.3
Cc1cccc(CSCCNC(=O)c2ccc(N(C)S(=O)(=O)c3ccccc3)cc2)c1,4,8,-5,-1,32,-9,0,4.5,1.7
Cc1ccc2ccccc2c1COC(=O)c1nonc1N,-6,7,2,-8,3,-4,-6,-0.4,-0.5
CC1CN(C(=O)c2cccc(S(=O)(=O)N3CCN(c4ccc(F)cc4)CC3)c2)CC(C)O1 (stereo not given),-5,2,0,2,-19,-5,-6,8.2,4.7
COc1ccc(-c2nnc(NC(=O)CS(=O)(=O)c3ccc(F)cc3)o2)c(OC)c1,3,1,-1,-4,-20,0,-23,-0.5,0.2
CCCCCCCNC(=O)C1(CC2CC(c3ccccc3)=NO2)CCN(C(=O)OC(C)(C)C)CC1 (stereo not given),10,-2,-6,-7,7,-9,-36,-0.4,-0.7
CCC(C(=O)NCCN1CCOCC1)n1nc(C)n2c(cc3sccc32)c1=O (stereo not given),10,0,-2,-5,-25,5,-21,-0.4,-1.6
Cc1cccc2c1cnn2C(=O)CCC(=O)NCc1ccc(F)cc1,-10,0,3,-7,4,-8,7,-0.2,-0.8
Cc1ccc(NC(=O)CSc2nnc(C)n2C2CC2)cc1S(=O)(=O)N1CCOCC1,-2,4,3,-4,-9,-7,-16,-0.8,-0.1
CCCCCn1c(N)c(-c2nc3ccccc3o2)c2c([N+](=O)[O-])nn(C)c(=O)c21,0,0,5,-7,19,4,4,-0.1,-1.3
O=C(NCCN1CCCCC1)Nc1cccc(F)c1,-7,2,2,-9,-10,2,-6,1.8,1.3
N#CCC(=O)Nc1ccc(C(=O)N2CCN(c3ccccn3)CC2)cc1,-7,-3,6,-1,-6,3,-16,-0.5,6.0
CC(=O)N1C(=O)/C(=C2\SC(=S)N(NS(=O)(=O)c3ccc(C)cc3)C2=O)c2ccccc21,-11,3,12,-9,-23,nt,nt,nt,nt
Cc1cc(C)n(-c2ccc(C(=O)N3CCN(S(=O)(=O)c4ccc(C(C)C)cc4)CC3)cc2)n1,6,11,5,4,-6,-7,-26,2.2,0.8
Cc1ccc2c(c1)N(CCC(=O)NCc1ccco1)C(=O)CO2,-10,14,5,-2,-3,-3,-8,-0.2,-0.9
COc1ccc(-n2nc(C(=O)NCC(=O)NCc3ccccc3OC)c3ccccc3c2=O)cc1,-16,-2,16,3,-3,-3,2,1.0,1.4
SMILES,CHRM1 antagonist,TAAR1 ag,M1 PAM,M1 ag,TAAR1 antagonist,OXTR potentiator,CHO parental Ca,V1aR counter,OXTR ag
Nc1nc(SCC(=O)Nc2ccc([N+](=O)[O-])cc2)n[nH]1,-9,0,8,-4,-23,-4,-8,0.5,1.3
O=C(O)CN1CCN(Cc2ccccc2)C1=O,-12,12,4,-4,14,2,3,2.4,1.6
O=c1c(-c2ccc(F)cc2)[n+]([O-])c2ccccc2n1OCc1ccccn1,7,9,-9,-4,1,-3,-1,0.1,-0.1
O=C1c2ccccc2C(=O)N1CC(O)COc1ccc(Cl)cc1 (stereo not given),-18,7,6,-7,-2,1,-13,1.2,0.3
Cc1ccc(/C=N/NC(=O)Cn2nnc(N)n2)o1,-2,1,5,-2,9,-12,-1,-1.1,0.7
NNc1nc(-c2ccccc2)cc(-c2ccc(Br)cc2)n1,-4,2,10,0,22,3,-25,-0.2,-1.4
CCn1c(O)c(/C=C2\C=Nc3ccccc32)sc1=Nc1ccccc1,13,-1,-5,-3,-2,-7,-18,0.4,-0.4
N#Cc1nc(-c2ccccc2Cl)oc1NCc1ccco1,-9,27,6,-2,2,-11,-14,4.8,3.3
CCN(CCCNC(=O)Cn1ncc2c([nH]c3ccc(C)cc32)c1=O)c1cccc(C)c1,-5,nt,15,0,nt,-4,-15,0.1,-1.2
CCOc1ccc2[nH]c(=O)c(CN(Cc3nnnn3CCc3ccccc3)CC3CCCO3)cc2c1 (stereo not given),0,13,5,-3,25,-18,-32,-0.5,-2.4
OCc1cccc(-c2csc(C(O)c3ccco3)n2)c1 (stereo not given),-15,2,12,-1,3,nt,nt,nt,nt
Cc1cnc(NC(=O)c2c(-c3ccccc3)noc2C)s1,-5,3,6,-5,-3,-14,-16,0.2,-0.8
Nc1ccc(N=Nc2ccc(O)cc2)c(N)n1,24,17,-16,14,-25,nt,nt,nt,nt
Cc1ccc(S(=O)(=O)N2CCCC(N3CCOCC3)C2)cc1Cl (stereo not given),-5,2,6,-6,1,-7,-7,0.7,-1.5
CC(C)(C)CNc1cc(N2CCOCC2)ccc1[N+](=O)[O-],-2,-1,0,-7,1,-4,-13,-1.4,-2.6
CC(=O)Nc1ccc(SCC(=O)Nc2ccccc2N2CCOCC2)cc1,-16,1,5,-1,18,0,-14,1.2,2.1
COc1ccc2nc(SCC(=O)N3CC(=O)Nc4ccccc43)c(C#N)cc2c1,-6,13,5,0,16,-6,-19,4.9,5.3
CCCCCCC(=O)N(O)C1CC(=O)N(c2ccccc2)C1=O (stereo not given),nt,nt,nt,nt,nt,-3,-4,-0.1,0.1
Cc1nn(C2CCS(=O)(=O)C2)c(C)c1CN(C)C(=O)c1cccc(Cl)c1 (stereo not given),-8,0,8,-3,0,-3,-5,1.1,1.7
CCn1c(=NC(=O)CS(=O)(=O)c2ccccc2)sc2cccc(OC)c21,2,3,-2,-6,7,-5,5,-1.0,-2.5
CC1CC(C)CN(C(=O)/C=C/c2ccc(S(=O)(=O)N3CCOCC3)cc2)C1 (stereo not given),-4,9,3,-4,-2,-12,-2,0.1,-0.5
CCCCOC(=O)c1ccc(NC(=O)C(=O)NCCN(CC)CC)cc1,-10,4,8,-7,-24,-3,-18,0.2,7.1
COCC(=O)N1CCC(Oc2ccc(C(=O)NC(C)c3nc(C)sc3C)cc2)CC1 (stereo not given),-8,0,7,-9,1,0,-1,0.3,-0.3
Cc1cc(C)nc(SCC(=O)OCC(=O)Nc2nc3ccccc3s2)n1,13,34,-6,-2,21,-1,-6,7.3,2.7
O=C(O)C1C2CCC(C2)C1C(=O)NCCCn1ccnc1 (stereo not given),-11,18,7,-4,-11,-11,1,1.5,0.8
SMILES,CHRM1 antagonist,TAAR1 ag,M1 PAM,M1 ag,TAAR1 antagonist,OXTR potentiator,CHO parental Ca,V1aR counter,OXTR ag
O=C(NC(=S)NNC(=O)c1ccccc1[N+](=O)[O-])c1ccc(Br)cc1,-8,18,11,7,-5,-4,-4,0.6,-0.9
CN(CC(=O)Nc1ccccc1Br)C(=O)c1sccc1-c1ccccc1,12,9,-5,0,-6,0,-18,0.4,-0.8
Nc1cc(N)nc(SCC(=O)Nc2ccccc2N2CCOCC2)n1,-6,1,4,-2,-30,-17,-8,0.3,0.3
COC(=O)C1(C)NC(c2cccs2)C2C(=O)N(c3ccccc3F)C(=O)C21 (stereo not given),-4,0,2,-1,9,-3,-10,0.7,0.3
COc1ccc(Cl)cc1NC(=O)c1cccc([N+](=O)[O-])c1O,-9,8,-1,7,-3,nt,nt,nt,nt
CCOC(=O)C1=C(C)N=C2SC(C)C(=O)N2C1c1ccc(OC(C)=O)c(OC)c1 (stereo not given),-27,8,7,-3,-5,-12,-7,0.4,0.1
Cc1ccc(C)c(S(=O)(=O)NCc2ccc(C(=O)N3CCN(c4ccccc4)CC3)cc2)c1,4,6,12,3,30,-1,-17,8.0,3.7
O=C(O)c1ccc(Cn2ccc3ccccc32)o1,-7,1,1,-2,-15,-3,-7,-1.1,-0.5
COCc1nnc(NC(=O)c2ccc(S(=O)(=O)N3CCCCCC3)cc2)o1,3,6,5,-5,-2,-8,-13,0.4,-1.8
CCCCOC(=O)Nc1nc2ccc([N+](=O)[O-])cc2s1,-8,1,10,-4,-12,-7,10,0.7,-0.8
Cc1ccccc1-n1ncc2c(SCC(=O)NC3CCCC3)ncnc21,12,2,-8,-2,-5,-7,-3,8.2,6.0
COc1cccc(C(C(=O)NC2CCCC2)N(Cc2ccc(C)cc2)C(=O)c2ccco2)c1OC (stereo not given),1,5,3,-2,-16,-4,-29,0.0,-2.5
COc1cccc(N(CC(=O)NCC2CCCO2)C(=O)CNS(=O)(=O)c2ccccc2)c1 (stereo not given),7,13,4,-9,0,1,-8,2.2,1.6

# A different layout for 4 compounds above.
# Each structure is followed by: CHRM1 antagonist, TAAR1 ag, M1 PAM, M1 ag, TAAR1 antagonist, OXTR potentiator, CHO parental Ca, V1aR counter, OXTR ag
O=C(O)c1ccc(Cn2ccc3ccccc32)o1
  -7, 1, 1, -2, -15, -3, -7, -1.1, -0.5
COCc1nnc(NC(=O)c2ccc(S(=O)(=O)N3CCCCCC3)cc2)o1
  3, 6, 5, -5, -2, -8, -13, 0.4, -1.8
CCCCOC(=O)Nc1nc2ccc([N+](=O)[O-])cc2s1
  -8, 1, 10, -4, -12, -7, 10, 0.7, -0.8
Cc1ccccc1-n1ncc2c(SCC(=O)NC3CCCC3)ncnc21
  12, 2, -8, -2, -5, -7, -3, 8.2, 6.0
